UBC9 SUMO inh = inhibitors of human SUMOylation (UBC9). P63279. HTRF SUMOylation assay, SAE1/SAE2 + UBC9, in vitro. inhibition, % at 35 µM. 290,000 tested, 0.36% active. AID 2006; in the data active = inhibition above about 50%, passing the limit was not always enough; note: strong numbers were not always called active
Target sequence (P63279 whole entry, looked up): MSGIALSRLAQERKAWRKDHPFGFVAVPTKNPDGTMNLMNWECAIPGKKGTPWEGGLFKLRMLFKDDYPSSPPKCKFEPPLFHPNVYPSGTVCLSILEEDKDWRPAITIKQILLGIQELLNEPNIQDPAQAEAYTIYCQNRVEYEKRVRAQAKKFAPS
IMP-1 inh = inhibitors of Pseudomonas aeruginosa IMP-1 metallo-beta-lactamase | purified IMP-1, nitrocefin hydrolysis, epi-absorbance fluorescence | inhibition, % at 5.6 µM | 290,000 tested, 0.45% active | AID 1556;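 active = inhibition above the mean plus 3 SD of all compounds in the same screening run, cut at about 4.5% in these data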;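 note: 0% = IMP-1 with DMSO and 100% = DMSO wells lacking enzyme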
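System: purified IMP-1; amount: IMP-1 0.2 nM before substrate addition; compound: single dose, 5.6 µM; times: 25 °C, 15 min preincubation, 25 min reaction; signal: Epi-absorbance via hydrolysed-nitrocefin quenching of white-plate fluorescence, 480/530 nm, EDTA stop; benchmarks: DMSO with and without IMP-1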
DNA FID counter = fluorescent intercalator displacement, NS3 helicase counter-screen | AID 1845 | inhibition, % at 7.9 µM | DNA fluorescent intercalator displacement, fluorescence | 290,000 tested, 0.17% active; in the data active = inhibition above about 37%;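 note: 0% = vehicle and 100% = reference compound; higher means more ethidium bromide displaced from hairpin DNA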
M18AAP inhibitor = blocks P. falciparum M18 aspartyl aminopeptidase. AID 1822. inhibition, % at 7.35 µM. recombinant PfM18AAP, H-Glu-NHMec fluorogenic cleavage. 290,000 tested, 1.2% active;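 active = inhibition above the campaign mean inhibition over all tested compounds plus 3 SD, cut at about 28% in these data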;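 note: 0% = plate median of test compound wells and 100% = 2 mM ZnCl2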
NALP1 yeast inh = inhibitors of NALP1 inflammasome in yeast; S. cerevisiae NALP1/ASC/caspase-1 growth, X-gal OD620, 72 h; inhibition, % at 10 µM; 280,000 tested, 0.61% active; AID 2071; in the data active = inhibition mostly above about 24%, no sharp cut-off; inactive = mostly below about 32%; note: some compounds called inactive have numbers as strong as hits
MEKK2 mut-MEK5 = signal of MEK5 binding to mutant human MEKK2 PB1 domain; bead flow cytometry, Alexa488-MEK5 binding to MEKK2 mutant; 290,000 tested, 0.35% active; percent response, % at 10 µM; AID 1530; in the data active = percent response above about 24%, passing the limit was not always enough; note: inactives centre near 1; some results filed as inactive read as strong as hits
VIM-2 inhibitor = blocks Pseudomonas aeruginosa VIM-2 metallo-beta-lactamase; purified VIM-2, nitrocefin hydrolysis, epi-absorbance fluorescence; inhibition, % at 5.6 µM; 290,000 tested, 0.89% active; AID 1527;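 active = inhibition above the mean of all tested compounds plus 3 SD, cutoff set per screening run, cut at about 7.5% in these data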;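 note: red hydrolysis product quenches plate fluorescence so inhibitors raise well fluorescence; 0% = enzyme with DMSO and 100% = DMSO without enzyme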
NS3 helicase inh = blocks Hepatitis C virus NS3 helicase unwinding; NS3 helicase DNA unwinding, Cy5 molecular beacon fluorescence; inhibition, % at 10.9 µM; 290,000 tested, 0.56% active; AID 1800;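 active = inhibition above the mean of all tested compounds plus 3 SD, set per campaign, cut at about 35% in these data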;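 note: 0% = DMSO wells and 100% = thioflavine S control wells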
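Control set: DMSO versus 110 µM thioflavine S; Material: NS3 helicase fragment of HCV; Measured by: Cy5 fluorescence at 0 and 60 min, beacon hairpin quenching; Read-out basis: percent inhibition from t60/t0 fluorescence ratio; Times: reaction time 60 min, 25 °C; Repeats: single replicate; Compound dosing: single dose, 10.9 µM nominal final, DMSO 0.8% final.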
MEKK2 WT-MEK5 = raises or lowers MEK5 binding to wildtype human MEKK2 PB1 domain. bead flow cytometry, Alexa488-MEK5 binding to MEKK2 WT; actives lie on both sides. binding response (% of control), % at 10 µM. 290,000 tested, 1.1% active. Q9Y2U5; in the data active = binding response below about 67% or above about 130%
* marks the source's active call; other numbers are inactive results; nt = no result given. This is a random part of the collection; about 4.7% have a hit in one of these screens.

entry | smiles | UBC9 SUMO inh | IMP-1 inh | DNA FID counter | M18AAP inhibitor | NALP1 yeast inh
1 | O=C(COc1ccc(NC(=O)c2ccccc2)cc1)c1ccccc1 | -3 | -1.4 | -20 | 2 | 7
2 | CCN1CCn2c1nc(N1CCCCC1)nc2=O | 11 | -2.2 | -6 | -3 | -4
3 | CCOC(=O)C1CC2CC(C1)CN(C(=O)C1CCCCC1)C2 (stereo not drawn) | 6 | -2.6 | -23 | 6 | -12
4 | CCOC(=O)c1nc(NCc2ccccc2F)c2ccccc2n1 | -9 | -2.3 | -17 | 5 | 10
5 | CCCCC(=O)Nc1nnc(S(=O)(=O)N(C)Cc2ccco2)s1 | nt | -2.0 | -6 | -3 | -7
6 | CSc1nsc2nc(=O)c(/C=C3\C=Nc4ccccc43)c(N)n12 | 19 | -0.5 | -2 | 2 | 1
7 | CC(=O)Nc1sc(N)nc1-c1ccccc1 | 14 | -5.0 | -1 | 17 | -10
8 | CCn1c(=O)c(=O)[nH]c2cc(C(=O)N3CCN(c4ccccc4F)CC3)ccc21 | 12 | -2.5 | -19 | 2 | -9
9 | O=C1OC(c2ccc(Br)cc2)=N/C1=C\c1ccco1 | -3 | -2.1 | -25 | 18 | -1
10 | CC(C)(C)c1cc2nc3c(c(=O)n2[nH]1)CN(Cc1ccccc1)C3=O | 28 | -3.9 | -7 | 3 | 16
11 | CCc1ccc2c(c1)c1nc(C)sc1n2CC | 99 | 1.0 | 0 | 20 | 9
12 | O=C1CC(c2ccccc2)c2ccccc21 (stereo not drawn) | 1 | -2.4 | -4 | 5 | 5
13 | Cc1ccc(NC(=O)CC2NCCNC2=O)cc1 (stereo not drawn) | 0 | -2.5 | 0 | -2 | 7
14 | CC(C)CCNC(=O)NC(=O)COC(=O)C1CCN(S(=O)(=O)c2ccccc2F)CC1 | -8 | -3.6 | -11 | -11 | 22
15 | Cc1c(C(=O)Nc2nc3ccccc3[nH]2)oc2c(Cl)cccc12 | 10 | -3.9 | -3 | 2 | nt

entry | MEKK2 mut-MEK5 | VIM-2 inhibitor | NS3 helicase inh | MEKK2 WT-MEK5
1 | 4 | -2.1 | 5 | 107
2 | 0 | -2.3 | 4 | 100
3 | 2 | -2.6 | 28 | 100
4 | -6 | -4.2 | -1 | 94
5 | -9 | 1.2 | -1 | 95
6 | -5 | -0.7 | -12 | 96
7 | 9 | -3.9 | 7 | 101
8 | -7 | 0.7 | 2 | 86
9 | 0 | -2.6 | 47* | 112
10 | 4 | -2.6 | 19 | 102
11 | 0 | 1.0 | -1 | 103
12 | -3 | 0.0 | 4 | 97
13 | 12 | -1.5 | 2 | 113
14 | 19 | -3.9 | 2 | 95
15 | 1 | -4.9 | -2 | 113

entry | smiles | UBC9 SUMO inh | IMP-1 inh | DNA FID counter | M18AAP inhibitor | NALP1 yeast inh
16 | CNC(=O)COC(=O)c1ccc(Cl)c(S(=O)(=O)N2CCCC2)c1 | -3 | -2.0 | -4 | -6 | 2
17 | CCOC(=O)N/N=C/c1c(C)nn(-c2cccc(C(F)(F)F)c2)c1Cl | 4 | -0.5 | -19 | -6 | 11
18 | Cc1ccc(-c2nc3ncccc3o2)cc1N | 19 | -2.4 | -8 | -1 | -2
19 | Cc1cc(Cc2ccc([N+](=O)[O-])cc2)c(C)cn1 | 15 | -1.2 | 0 | -6 | 14
20 | COc1ccc(NC(=O)c2cc(-c3ccc(C)cc3)on2)cc1OC | 26 | -1.9 | -24 | 0 | 12
21 | Cc1cc(C)n(Cc2ccc(Cl)c(Cl)c2)c(=O)c1S(=O)(=O)c1ccccc1 | 4 | -1.9 | -6 | -3 | 5
22 | CC1(c2ccc3noc(-c4ccccc4)c3c2)OCCO1 | 16 | -2.4 | -5 | 6 | 8
23 | Cc1onc(-c2ccccc2Cl)c1C(=O)Nc1sc2c(c1C#N)CCC2 | 16 | -2.1 | -13 | 3 | 12
24 | CO/N=C(/CNC(=O)c1ccc(Cl)cc1Cl)c1ccc(Cl)cc1 | 4 | -3.4 | -4 | 2 | 7
25 | COc1cc(C2NC(=O)NC(c3ccccc3)=C2C(C)=O)c(Br)cc1OCC(N)=O (stereo not drawn) | -4 | -2.3 | -8 | 4 | 7
26 | COC(=O)C1SCC2C(=O)N(Cc3ccc(Cl)c(Cl)c3)CC(=O)N21 (stereo not drawn) | 9 | -1.5 | -16 | -3 | 8
27 | OCCOc1ccc(C2=NCCO2)cc1 | -5 | -4.7 | 2 | 1 | 11
28 | Cc1cc(=O)[nH]c(SCC(=O)N2CCC(C(N)=O)CC2)n1 | 2 | -2.2 | -2 | 1 | 14
29 | O=C(CSc1nnc(CNC(=O)c2ccccc2F)o1)NCC1CCCO1 (stereo not drawn) | 10 | -5.2 | -2 | 10 | -10
30 | O=C(C1CCN(S(=O)(=O)c2ccc3c(c2)OCCO3)CC1)N1CCc2ccccc21 | -15 | -2.4 | -3 | -2 | 14

entry | MEKK2 mut-MEK5 | VIM-2 inhibitor | NS3 helicase inh | MEKK2 WT-MEK5
16 | -1 | -5.4 | -7 | 98
17 | -1 | -2.8 | 11 | 94
18 | 5 | -1.1 | 5 | 100
19 | 3 | 0.2 | -19 | 97
20 | 5 | -1.5 | -4 | 105
21 | nt | -1.3 | -1 | nt
22 | 9 | -3.6 | -3 | 106
23 | -2 | -0.5 | -8 | 94
24 | nt | -1.6 | -1 | nt
25 | 4 | -3.2 | -4 | 106
26 | 2 | -2.4 | 7 | 100
27 | 1 | -2.2 | -1 | 95
28 | 6 | -2.1 | 0 | 111
29 | 3 | -1.5 | -2 | 97
30 | -3 | -1.0 | 4 | 85

entry | smiles | UBC9 SUMO inh | IMP-1 inh | DNA FID counter | M18AAP inhibitor | NALP1 yeast inh
31 | CCOC(=O)C(Cc1ccccc1)c1ccnc2nc(N)nn12 (stereo not drawn) | 12 | -1.8 | -3 | -7 | 6
32 | CCC(C)(C(=O)Nc1ccccc1C)N(C(=O)CNC(C)=O)c1ccccc1C (stereo not drawn) | -5 | -0.7 | -24 | -5 | 25
33 | COc1cc(C(=O)N(C)C2CCCN(Cc3ccccc3F)C2)cc(OC)c1OC (stereo not drawn) | 7 | -3.1 | -14 | 4 | -5
34 | Cc1nn(C(C)(C)C)c(OC(=O)CC(C)C)c1S(=O)(=O)c1ccccc1 | -15 | -3.4 | -34 | 4 | 8
35 | CC(C)CNC(=S)NNC(=O)c1csc2ccccc12 | 5 | -3.1 | 0 | -2 | -8
36 | CCN(CC)S(=O)(=O)c1ccc(N2CCOCC2)c(NS(=O)(=O)c2cc(C(C)(C)C)ccc2C)c1 | -2 | -2.1 | -26 | -8 | 22
37 | CC(NC(=O)c1ccc(=O)oc1)c1ccccc1 (stereo not drawn) | 13 | 1.3 | -4 | 1 | 1
38 | CCOC(=O)c1sc(=S)n(-c2ccc(C)cc2)c1N | -2 | -2.9 | -1 | 29* | -5
39 | O=C(CCCCl)NC(=S)Nc1cc(C(F)(F)F)ccc1N1CCOCC1 | -18 | -1.6 | -11 | -4 | 16
40 | CCn1c(Cc2ccccc2)nnc1SCC(=O)Nc1ccccc1O | -1 | -3.2 | -10 | 4 | -7
41 | CCCCc1cc(=O)oc2cc(C)cc(OCC(=O)N3C[C@H]4C[C@@H](C3)c3cccc(=O)n3C4)c12 | 18 | -1.9 | -38 | 4 | 5
42 | COc1ccc(N2CCN(CCOc3ccc4c(C)cc(=O)oc4c3)CC2)cc1 | 18 | -1.4 | -5 | 5 | 26
43 | CCc1nc2c(c(SC)nn2-c2ccccc2)c(N)c1C(=O)OC | -14 | -2.0 | 0 | -4 | 6
44 | Nc1nc(Nc2ccc(Cl)cc2)nc(NCCO)c1[N+](=O)[O-] | -24 | -2.7 | 0 | 7 | nt
45 | CN(C)c1ccc(/C=N/NC(=O)C(O)(c2ccccc2)c2ccccc2)o1 | -7 | -1.9 | -23 | 27 | 19

entry | MEKK2 mut-MEK5 | VIM-2 inhibitor | NS3 helicase inh | MEKK2 WT-MEK5
31 | 1 | -0.6 | 7 | 97
32 | 1 | -0.7 | -4 | 97
33 | 6 | -2.3 | 3 | 108
34 | 5 | 0.4 | -3 | 105
35 | 4 | -2.0 | 3 | 99
36 | -2 | -1.9 | -23 | 93
37 | 6 | -3.5 | -1 | 104
38 | 4 | -2.9 | 11 | 104
39 | -1 | 1.8 | -21 | 95
40 | 2 | -2.2 | -11 | 100
41 | 4 | 0.4 | 2 | 100
42 | 8 | -3.7 | -8 | 110
43 | 10 | -0.6 | 5 | 107
44 | -3 | -0.9 | -22 | 92
45 | 1 | -2.6 | 65* | 100

Reformatted with one line to a screen: entries from further up
38) CCOC(=O)c1sc(=S)n(-c2ccc(C)cc2)c1N
39) O=C(CCCCl)NC(=S)Nc1cc(C(F)(F)F)ccc1N1CCOCC1
40) CCn1c(Cc2ccccc2)nnc1SCC(=O)Nc1ccccc1O
41) CCCCc1cc(=O)oc2cc(C)cc(OCC(=O)N3C[C@H]4C[C@@H](C3)c3cccc(=O)n3C4)c12
42) COc1ccc(N2CCN(CCOc3ccc4c(C)cc(=O)oc4c3)CC2)cc1
43) CCc1nc2c(c(SC)nn2-c2ccccc2)c(N)c1C(=O)OC
compound no.,38,39,40,41,42,43
UBC9 SUMO inh,-2,-18,-1,18,18,-14
IMP-1 inh,-2.9,-1.6,-3.2,-1.9,-1.4,-2.0
DNA FID counter,-1,-11,-10,-38,-5,0
M18AAP inhibitor,29*,-4,4,4,5,-4
NALP1 yeast inh,-5,16,-7,5,26,6
MEKK2 mut-MEK5,4,-1,2,4,8,10
VIM-2 inhibitor,-2.9,1.8,-2.2,0.4,-3.7,-0.6
NS3 helicase inh,11,-21,-11,2,-8,5
MEKK2 WT-MEK5,104,95,100,100,110,107

New compounds follow
entry | smiles | UBC9 SUMO inh | IMP-1 inh | DNA FID counter | M18AAP inhibitor | NALP1 yeast inh
46 | O=C(CSc1nc2ccc(NC(=O)c3ccccc3C(=O)O)cc2s1)Nc1ccc(F)c([N+](=O)[O-])c1 | 5 | -2.6 | 14 | -15 | -9
47 | COc1cc2c(cc1OC)C(=S)NC1(CCCC1)C2 | 18 | -1.8 | -7 | 4 | 8
48 | Cc1ccc(N2C(=O)CC(NNC(=O)c3cccc(S(=O)(=O)N4CCCC4)c3)C2=O)cc1 (stereo not drawn) | 19 | -3.2 | -21 | 9 | 13
49 | Cc1cccc(-n2c(CNC(=O)c3cccc([N+](=O)[O-])c3C)n[nH]c2=S)c1 | -8 | -3.1 | 0 | 30* | -44
50 | Cc1cccc(-c2cccc(NC(=O)C3CCCN(C(=O)c4csc(C)n4)C3)c2)c1 (stereo not drawn) | -12 | -2.2 | -71 | -2 | 20
51 | COC(=O)c1cc(S(=O)(=O)N2c3ccccc3CC2C)c[nH]1 (stereo not drawn) | nt | -0.3 | -11 | -5 | 17

entry | MEKK2 mut-MEK5 | VIM-2 inhibitor | NS3 helicase inh | MEKK2 WT-MEK5
46 | -7 | 2.1 | -11 | 94
47 | -11 | 1.0 | -3 | 69
48 | 0 | -4.8 | 4 | 105
49 | -7 | 8.8* | 6 | 98
50 | -3 | 0.4 | -25 | 102
51 | -2 | -1.0 | 0 | 93

Compound activity from PubChem.
